# SRC1 inh – SRC1 coactivator transcriptional activity inhibitors, primary screen, cell-based, luminescence; Nuclear receptor coactivator 1 (Homo sapiens), Q15788; HEK293 GAL4-SRC1 luciferase reporter; inhibition, % at 3.6 µM; actives 0.12% (n = 360,000);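 active = inhibition above the campaign mean plus 3 SD, with each screening campaign given its own cutoff, cut at about 60% in these data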;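 also: 0% = DMSO treated cells and 100% = gossypol at 36 µM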
# Target sequence (Q15788 whole entry, looked up, the tested form may be a part): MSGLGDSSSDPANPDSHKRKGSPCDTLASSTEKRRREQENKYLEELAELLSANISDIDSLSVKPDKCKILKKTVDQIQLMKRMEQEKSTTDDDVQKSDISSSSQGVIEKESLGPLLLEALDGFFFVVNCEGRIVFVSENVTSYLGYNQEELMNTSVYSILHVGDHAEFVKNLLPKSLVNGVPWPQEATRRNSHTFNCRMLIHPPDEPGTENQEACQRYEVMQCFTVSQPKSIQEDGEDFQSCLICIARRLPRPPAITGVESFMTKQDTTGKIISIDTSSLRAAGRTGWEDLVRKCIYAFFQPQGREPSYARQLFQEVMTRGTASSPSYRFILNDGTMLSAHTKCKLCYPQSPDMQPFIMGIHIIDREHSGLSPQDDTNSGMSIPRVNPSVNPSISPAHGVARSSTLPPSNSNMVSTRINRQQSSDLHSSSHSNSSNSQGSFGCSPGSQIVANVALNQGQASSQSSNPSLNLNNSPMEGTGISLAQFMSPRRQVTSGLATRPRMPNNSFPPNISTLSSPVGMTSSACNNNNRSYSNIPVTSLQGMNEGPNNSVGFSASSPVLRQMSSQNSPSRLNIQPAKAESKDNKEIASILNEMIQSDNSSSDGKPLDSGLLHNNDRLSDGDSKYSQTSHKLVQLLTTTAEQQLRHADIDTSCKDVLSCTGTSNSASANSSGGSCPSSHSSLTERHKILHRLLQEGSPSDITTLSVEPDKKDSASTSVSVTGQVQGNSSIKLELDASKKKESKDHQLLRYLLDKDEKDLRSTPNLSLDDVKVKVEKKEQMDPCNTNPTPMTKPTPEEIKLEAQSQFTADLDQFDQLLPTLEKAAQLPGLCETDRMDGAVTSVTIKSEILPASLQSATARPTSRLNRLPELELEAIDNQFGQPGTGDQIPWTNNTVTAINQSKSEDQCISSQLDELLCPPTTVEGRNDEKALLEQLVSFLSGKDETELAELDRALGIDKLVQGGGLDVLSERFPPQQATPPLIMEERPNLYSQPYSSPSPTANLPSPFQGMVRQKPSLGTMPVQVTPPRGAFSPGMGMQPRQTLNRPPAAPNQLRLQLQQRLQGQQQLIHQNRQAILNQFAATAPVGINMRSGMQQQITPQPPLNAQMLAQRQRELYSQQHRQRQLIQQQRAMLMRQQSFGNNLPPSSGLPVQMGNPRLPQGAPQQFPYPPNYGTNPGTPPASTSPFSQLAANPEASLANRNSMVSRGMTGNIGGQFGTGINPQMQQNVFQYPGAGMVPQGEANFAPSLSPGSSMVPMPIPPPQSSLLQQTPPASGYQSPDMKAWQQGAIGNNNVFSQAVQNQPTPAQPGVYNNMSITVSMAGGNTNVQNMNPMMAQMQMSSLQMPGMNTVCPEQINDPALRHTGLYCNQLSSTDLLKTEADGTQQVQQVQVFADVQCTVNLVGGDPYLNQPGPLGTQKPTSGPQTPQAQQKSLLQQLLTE
# EBV LMP1 NFkB – EBV LMP1-driven NF-kappaB luciferase reporter inhibitors, primary screen, cell-based, luminescence, single point | LMP1-induced NF-kappaB luciferase reporter cells | inhibition, % at 12.5 µM | actives 0.69% (n = 350,000) | AID 504558, 2011; in the data active = inhibition above about 41%;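 also: 0% = neutral control wells and 100% = reference inhibitor control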
# NR5A2 inv ag – LRH-1 (NR5A2) inverse agonists, primary screen, cell-based, luminescence, HEK293T, StAR-luciferase reporter; Nuclear receptor subfamily 5 group A member 2 (Homo sapiens), O00482; LRH-1 transfected, 24 h; inhibition, % at 3.6 µM; actives 0.13% (n = 360,000); AID 602396, 2012;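 active = inhibition above the mean inhibition of all tested compounds plus 3 SD, cut at about 73% in these data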;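 also: 0% = DMSO wells and 100% = reporter-only cells lacking LRH-1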
# MC4R ag barr – MC4R agonists recruiting beta-arrestin, primary screen, cell-based, luminescence, agonist arm of biased-ligand search; Melanocortin receptor 4 (Homo sapiens), P32245; U2OS MC4R beta-arrestin complementation; percent of melanotan II response, DMSO zero; activation, % at 8.9 µM; actives 0.98% (n = 360,000);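 active = activation above a per-plate cutoff, the mean activation of sample wells on that plate plus 3 SD, cut at about 8% in these data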
# NCOA3 inh – SRC3 coactivator transcriptional activity inhibitors, primary screen, cell-based, luminescence; actives 0.17% (n = 360,000); inhibition, % at 3.6 µM; HEK293 GAL4-SRC3 luciferase reporter; AID 588352, 2011;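 active = inhibition above a per-campaign cutoff, the mean of all compounds plus 3 SD, cut at about 60% in these data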;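 also: 0% = DMSO-treated cells and 100% = gossypol-treated cells at 36 µM; higher means less SRC3-driven luciferase light from the GAL4 reporter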
# MC4R antagonist – MC4R antagonists of cAMP signaling, primary screen, cell-based, TR-FRET, antagonist arm of biased-ligand search; Melanocortin receptor 4 (Homo sapiens), P32245; MC4R-expressing cells, MTII-stimulated cAMP, LANCE TR-FRET; inhibition, % at 6.5 µM; actives 0.48% (n = 360,000); AID 540295, 2011;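 active = inhibition above its plate's cutoff, the mean of tested wells on that plate plus 3 SD, cut at about 29% in these data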;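 also: 0% = Melanotan II alone and 100% = Melanotan II plus saturating MCL0020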
#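 material = U2OS cells stably expressing human melanocortin 4 receptor (MC4R) | also added = Melanotan II challenge | dosing = single nominal compound dose of 6.5 µM | detection = TR-FRET with Eu-cAMP and labeled anti-cAMP, 671 nm | replication = singlicate | timing = compound 30 min, challenge 1 h, detection 1 h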
# TLR9-MyD88 block – inhibitors of TLR9-MyD88 association in cells, primary screen, cell-based, CHO, BLA complementation, fluorescence. Toll-like receptor 9 (Homo sapiens) + Myeloid differentiation primary response protein …. CCF4 FRET ratio. inhibition, % at 4.98 µM. actives 0.21% (n = 340,000). AID 504734, 2011;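 active = inhibition above the mean over all tested compounds plus 3 SD, cut at about 21% in these data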;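 also: 0% = DMSO only wells and 100% = clavulanate BLA inhibitor control wells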
# SRC2 inh – inhibition of GAL4-SRC2 driven luciferase reporter, primary screen, SRC2 inhibitor project, cell-based, luminescence; Nuclear receptor coactivator 2 (Homo sapiens), Q15596; HEK293 GAL4-SRC2 luciferase reporter; inhibition, % at 9 µM; actives 0.17% (n = 370,000); AID 651957, 2012;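 active = inhibition above the mean inhibition of all tested compounds plus 3 SD, set per campaign, cut at about 52% in these data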;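 also: 0% = DMSO treated cells and 100% = cells given Gossypol at 36 µM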
# COUP-TFII inh – NR2F2 transcriptional activity inhibitors, primary screen, cell-based, luciferase reporter, HEK293T, luminescence. COUP transcription factor 2 (Homo sapiens), P24468. HEK293T NGFI-A luciferase reporter. inhibition, % at 8.6 µM. actives 0.7% (n = 370,000). AID 686940, 2013;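 active = inhibition above a per-plate cutoff, mean inhibition of test wells between control levels plus 3 SD, cut at about 38% in these data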;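 also: cells cotransfected with COUP-TFII expression vector driving the NGFI-A reporter; 0% = median of COUP-TF2 test wells and 100% = reporter-only cells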
# NOD2-RIPK2 inh – NOD2-RIPK2 binding disruptors in cells, primary screen, fluorescence, CHO cells, BLA complementation | Receptor-interacting serine/threonine-protein kinase 2 (Homo sapiens), O43353 | CCF4 ratio | inhibition, % at 4.98 µM | actives 0.38% (n = 360,000) | AID 624267, 2012; in the data active = inhibition above about 21%;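 also: 0% = vehicle only and 100% = reference blocker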
# ABHD5 PLIN5 PPI – ABHD5-PLIN5 interaction inhibitors, primary screen, cell lysate, split luciferase complementation, luminescence | Split G. princeps luciferase complementation, 4 h | inhibition, % at 4 µM | actives 0.78% (n = 360,000) | AID 602281, 2012;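 active = inhibition above the mean inhibition across every tested compound plus 3 SD, cut at about 22% in these data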;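 also: 0% = DMSO only wells and the 100% control is not disclosed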
# An asterisk follows results filed as active; nt = no result given.
Molecule,NCOA3 inh,COUP-TFII inh,SRC1 inh,ABHD5 PLIN5 PPI,NOD2-RIPK2 inh,TLR9-MyD88 block,SRC2 inh,EBV LMP1 NFkB,MC4R antagonist,NR5A2 inv ag,MC4R ag barr
COC(=O)C1(CCSC)NC(c2ccc(OC)cc2OC)C2C(=O)N(c3cccc(C(C)=O)c3)C(=O)C21 (configuration not stated),0,9,-18,2,-11,-3,-5,4,-6,10,-1.8
O=C(O)/C=C\c1ccccc1Oc1ccc(F)cc1,14,4,-16,1,-8,2,14,8,-4,9,0.3
CCOC(=O)c1ccc(S(=O)(=O)NNC(=O)COc2ccccc2C)cc1,7,-3,-12,0,2,-1,9,2,15,-18,-0.1
Brc1ccc(CN2C3=NCCCN3c3ccccc32)cc1,13,9,13,1,0,-1,9,11,-1,8,-0.9
CCCC1CCc2[nH]nc(C(=O)NN)c2C1 (configuration not stated),-6,3,-1,4,-3,4,17,-3,1,-7,-0.4
O=S(=O)(NCc1cc(-c2ccccc2)no1)c1ccccc1Cl,7,1,-5,-1,0,8,-19,-5,3,1,-0.3
CC(C)Cn1c(SCC(=O)N2CC(=O)Nc3ccccc32)nc2ccccc21,12,-2,-7,-8,-7,-4,-39,5,3,14,-4.0
Cc1nnc(SCc2cc([N+](=O)[O-])cc3c2OCOC3)n(N)c1=O,10,-16,5,5,6,13,-13,-4,4,1,0.3
CCCCNCc1nc2ccccc2c(=O)[nH]1,-1,-22,-5,-3,0,7,-15,-1,4,12,0.9
N/C(=N\OC(=O)c1cccnc1)c1ccc(Cl)cc1Cl,-28,2,0,8,-6,-6,6,0,-2,-22,0.3
Cc1cc(C)c(NC(=O)CSc2ccc(-c3cccnc3)nn2)c(C)c1,7,-7,-16,-6,8,5,-47,0,-4,3,-1.4
C=CCn1c(SCC(N)=O)nc2nc3c(cc2c1=O)COC(C)(C)C3,1,-16,-3,2,1,-7,-12,-5,3,-1,-0.4
COc1ccc(Cn2c(=O)[nH]c3cc(C(=O)NCCc4ccc(S(N)(=O)=O)cc4)ccc3c2=O)cc1,-2,-12,6,-2,3,0,-1,2,5,4,4.5
CCc1ccc(C(=O)NNC(=O)c2n[nH]c(=O)c3ccccc23)cc1,11,-29,-12,-1,1,3,0,0,7,-3,-1.1
O=C(COc1cccc(F)c1)Nc1nc(-c2ccccn2)cs1,12,-1,3,-5,-5,-4,12,21,1,13,-3.6
CCc1cccc(NS(=O)(=O)c2c(C)n[nH]c2C)c1,-6,-4,10,1,-13,5,3,-4,2,7,0.2
COc1cccc2cc(C(=O)NCc3ccccn3)c(=O)oc12,-49,-21,-34,1,-3,5,-65,-12,14,-14,-0.8
CCn1cc(C(=O)N2CCc3ccccc32)c(=O)c2cc(S(=O)(=O)N3CCCC3)ccc21,-25,-4,-17,2,3,-6,15,-9,21,-2,-0.9
CCn1c(SCC(=O)c2ccc3ccccc3c2)nnc1-c1ccco1,0,-9,2,12,-7,0,-8,4,-5,-2,-0.2
COCCCn1c(-c2cccs2)nc2nc3ccccc3nc21,17,5,2,6,13,-13,-53,-2,4,3,-0.3
Cc1ccc(-c2nnc(N3CCN(C(=O)CN4C(=O)c5ccccc5C4=O)CC3)c3ccccc23)cc1,7,-15,-22,2,-12,-4,-5,13,-5,18,-0.5
Cc1ccc2c(CN3C(=O)NC4(CCCCC4)C3=O)cc(=O)oc2c1C,-7,12,-23,1,0,8,-11,-13,-28,-9,-2.4
O=C(CCS(=O)(=O)c1ccc(Cl)cc1)NCCC1=CCCCC1,18,0,-52,-1,-5,-15,3,-13,2,15,-0.5
Cc1ccc(N(CC(=O)NC2CCCCC2C)S(=O)(=O)c2c(C)noc2C)cc1 (configuration not stated),-6,11,8,-3,-5,-1,13,6,21,-9,0.2
O=C(NN=C1CCN(Cc2ccccc2)CC1)c1ccccc1,-37,-42,-40,2,-12,1,-74,-3,6,-65,-0.8
O=C(CSc1ccc(-c2ccncc2)nn1)N1CCCCC1,-1,-16,-13,0,-6,10,10,2,7,-19,0.8
O=C(Cc1ccccc1F)Nc1cc(S(=O)(=O)N2CCOCC2)ccc1N1CCOCC1,-3,-17,12,0,-4,1,6,-1,10,25,-1.1
Cc1cc(C)nc(NC(=O)c2cccc(Cl)c2)n1,5,4,-2,3,-1,-1,-29,-2,0,-35,-2.4
Cc1noc(C)c1COc1ccccc1C(=O)NCCc1ccc(S(N)(=O)=O)cc1,-1,-15,7,10,3,5,-11,-1,14,-4,-1.9
COc1cc(OC)cc(C(=O)Nc2nc(CC(=O)NCCc3ccccc3)cs2)c1,-12,-22,-16,5,-7,1,-13,-2,15,0,-2.4
O=C(CSc1nc(-c2ccco2)cc(C(F)(F)F)n1)NC1CCCCCCC1,-2,4,7,-2,0,-5,-3,6,0,5,4.4
COc1ccc(C(c2nnnn2CCc2ccccc2)N2CCN(C3CCCC3)CC2)cc1OC (configuration not stated),6,-2,2,0,1,-12,12,2,15,-7,0.7
Cc1cccc(Nc2nc(N)c([N+](=O)[O-])c(NCc3ccccc3)n2)c1,6,13,-6,-4,0,nt,-3,3,-12,8,0.3
CCOc1cc(S(=O)(=O)NCc2ccc3c(c2)OCO3)c(C)cc1C,-2,8,2,-8,-4,3,5,-1,8,-9,3.8
COc1cccc(C(=O)Nc2ccc3c(c2)C(=O)NC3=O)c1,-16,-4,2,-4,-1,9,-12,-6,6,-19,-1.8
CC1(Cc2cn(CCC#N)c3ccccc23)OCCO1,0,13,-22,-8,-5,0,-16,-5,2,-1,-1.2
CC(=O)Nc1cccc(-n2nnc(SCC(=O)N(C)c3ccccc3)n2)c1,-18,-10,3,3,-4,3,-4,-2,0,-3,-1.7
CSc1ccccc1OCc1cc(C(=O)N2CCN(c3ccccc3)CC2C)no1 (configuration not stated),-53,-2,-58,1,-3,5,-14,-35,-7,-58,-0.1
CNC(=O)C1CC(=O)N(c2ccc(C)cc2)C1 (configuration not stated),10,4,-4,1,-9,0,-26,0,5,0,0.3
N#Cc1ccc(/C=C/C(=O)c2ccc3c(c2)OCO3)cc1,-16,14,-32,33*,-7,-2,-42,-7,25,-8,-0.9
CCOc1cc(CNc2ccc3[nH]c(=O)[nH]c3c2)ccc1OCC(=O)NC(C)(C)C,6,22,-7,-4,-11,1,-18,-4,-4,31,-3.1
COc1cc(C(=O)C(=O)c2cc(OC)c(O)c(OC)c2)cc(OC)c1O,0,-15,-10,-1,-1,6,-18,-8,1,5,-0.7
CC1CCC(=NNC(=O)Cc2cccn2C)CC1 (configuration not stated),-17,-3,9,1,-1,3,1,-18,3,24,-0.4
O=C(N/N=C/c1ccncc1)c1cc(Br)ccc1OCc1ccccc1,5,6,14,6,-8,-3,11,2,5,-11,3.9
Cc1cc2ncn(C(=O)c3c(-c4ccccc4)noc3C)c2cc1C,-6,1,1,-2,-3,-6,-18,-2,-19,-29,0.3
Cc1ccc(S(=O)(=O)N(CCC#N)C2CCCCC2)c2nsnc12,11,20,3,2,-9,4,-7,-4,21,7,0.8
O=C(Nc1ccc(Cl)cn1)Nc1ccccc1Cl,-26,-5,-1,-10,-4,-23,-17,-26,8,-23,5.3
COc1ccc(OC)c(NC(=O)CCN2CCCCC2)c1,-3,6,-2,0,-10,4,-11,4,0,-17,-2.1
O=C(NCc1ccncc1)C(=O)NCC1OCCCN1S(=O)(=O)c1ccccc1 (configuration not stated),17,-2,1,-1,5,7,-23,-1,-4,9,-1.9
CCc1c(C2(O)CCCCC2)[nH]c2ccc(C(F)(F)F)cc12,-54,-3,-49,-43,9,12,17,-9,7,-13,0.2

# Continued.
Molecule,NCOA3 inh,COUP-TFII inh,SRC1 inh,ABHD5 PLIN5 PPI,NOD2-RIPK2 inh,TLR9-MyD88 block,SRC2 inh,EBV LMP1 NFkB,MC4R antagonist,NR5A2 inv ag,MC4R ag barr
CC(C)N(CCn1c(SCC(=O)Nc2cccnc2Cl)nc2ccccc2c1=O)C(C)C,20,12,-2,-4,-6,8,11,-5,6,-17,-1.8
CS(=O)c1ccccc1COC(=O)Nc1ccccc1 (configuration not stated),-4,nt,0,10,5,11,nt,-9,-8,-8,3.4
O=C(COC(=O)CCNS(=O)(=O)c1ccccc1)NC(=O)Cc1ccccc1,6,9,-28,4,-5,-16,-38,-10,14,1,-1.8
COc1ccc(Cc2c(O)nc(SCC(=O)N3CCOCC3)[nH]c2=O)cc1,5,15,-6,-1,16,2,-13,-4,-2,13,0.0
O=C(CSc1nccc(=O)[nH]1)Nc1cc(C(F)(F)F)ccc1N1CCOCC1,8,-27,-10,-5,-16,3,-1,0,8,5,2.5
CCc1cccc(C)c1NC(=O)CN1CCN(S(=O)(=O)c2ccc(C(C)(C)C)cc2)CC1,11,19,16,-9,10,-6,3,12,8,-19,-3.5
Cc1cc(CN(C)C(=O)c2ccc(OC3CCN(S(=O)(=O)N(C)C)CC3)cc2)n[nH]1,-9,3,-25,-4,-10,-1,4,1,16,12,-3.0
CCc1c(C)nc2ncnn2c1N1CCC(C(=O)NCc2ccc3c(c2)OCO3)CC1,-3,-8,6,5,-9,4,-3,3,8,-21,-1.6
CC(=Nc1ccccc1)Nc1ccccc1,12,-2,-17,-7,6,12,4,0,3,11,-1.2
Cn1cc(CN2CCCC(C(=O)Nc3cccc(-c4cc5ccccc5[nH]4)c3)C2)cn1 (configuration not stated),17,-4,-1,9,13,0,14,-3,0,10,-2.1
Cc1cc(F)ccc1S(=O)(=O)N1CCCOC1CNC(=O)C(=O)NCc1ccc2c(c1)OCO2 (configuration not stated),-8,12,21,-4,-4,-7,-23,-6,15,11,-2.1
CSc1ccccc1OCc1cc(C(=O)N(C)Cc2nonc2C)no1,-47,-18,-62,0,5,-7,-43,-16,0,-90,-1.7

# Only part of the results is shown; count on the stated rates, not on these rows.
